V1aR counter = counter-screen for oxytocin receptor agonists: human V1a receptor agonists; P37288; CHO-V1R cells, Fluo-8 calcium fluorescence, agonist mode; 0% DMSO, 100% 3 nM vasopressin; activation, % at 3 µM; actives 0.25% (n = 320,000);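 active = activation above the mean activation of all tested compounds plus 3 SD, per screening run, cut at about 20% in these data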;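 note: signal is peak over basal fluorescence ratio across a 100 second FLIPR read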
M1 ag parental = nonselective activator or artifact in parental CHO-K1 cells; activation, % at 3 µM; Fluo-8 calcium fluorescence; scaled to maximal ATP response, vehicle zero; actives 0.48% (n = 360,000); AID 602248; in the data active = activation above about 15%;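 note: untransfected CHO-K1 host cells lacking M1 receptor as counterscreen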
CHO-K1 Ca antag = M1 antagonist counterscreen hit in parental CHO-K1 cells; ATP-induced calcium, Fluo-8 fluorescence; inhibition, % at 3 µM; actives 0.6% (n = 360,000);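 active = inhibition above a per-plate cutoff, the plate's mean sample inhibition plus 3 SD, cut at about 24% in these data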;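 note: 0% = DMSO plus EC80 ATP and 100% = DMSO alone without ATP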
CHO parental Ca = counter-screen: ATP calcium response change in parental CHO cells; parental CHO-K1, ATP-induced calcium, Fluo-8 fluorescence; inhibition, % at 5.6 µM; actives 0.63% (n = 330,000); AID 463079;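 active = inhibition above that plate's mean sample inhibition plus 3 SD, cut at about 26% in these data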;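 note: 0% = ATP-challenged DMSO wells and 100% = DMSO wells without ATP; some compounds past the cut are filed as inactive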
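Assay system: parental CHO cells; Read-out basis: percent inhibition of ATP-evoked calcium rise, normalized to controls; Benchmarks: ATP and no-ATP DMSO wells; Compound dosing: single nominal dose of 5.6 µM per compound; Signal: Fluo-8 calcium dye fluorescence; Also added: ATP as calcium-mobilizing challenge; Repeats: singlicate.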
OXTR agonist = activates the human oxytocin receptor; actives 0.32% (n = 320,000); P30559; activation, % at 3 µM; CHO-OTR cells, Fluo-8 calcium fluorescence; normalized: DMSO 0%, oxytocin 100%;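 active = activation above the mean of all tested compounds plus 3 SD, cutoff set per screening run, cut at about 20% in these data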;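 note: peak over basal fluorescence ratio from a 100 s FLIPR kinetic read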
GPR7 antagonist = blocks human GPR7 receptor signaling. P48145. GPR7-expressing cells, fluorescence antagonist assay. inhibition, % at 4.4 µM. actives 1.1% (n = 290,000); in the data active = inhibition above about 16%, passing the limit was not always enough;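 note: cells stimulated with the agonist NPW; 0% = agonist with vehicle and 100% = vehicle without agonist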
Target sequence (P48145 whole entry, looked up): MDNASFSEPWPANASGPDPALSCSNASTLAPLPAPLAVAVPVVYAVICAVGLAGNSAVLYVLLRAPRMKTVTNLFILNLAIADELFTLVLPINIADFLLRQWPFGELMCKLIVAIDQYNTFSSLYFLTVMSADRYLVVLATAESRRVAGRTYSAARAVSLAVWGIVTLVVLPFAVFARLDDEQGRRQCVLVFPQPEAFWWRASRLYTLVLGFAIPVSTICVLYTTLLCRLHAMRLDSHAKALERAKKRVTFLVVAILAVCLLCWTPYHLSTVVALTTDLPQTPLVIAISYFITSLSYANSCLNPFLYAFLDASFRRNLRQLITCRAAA
M1 PAM parental = M1 PAM counterscreen hit in parental CHO-K1 cells. ATP EC20, Fluo-8 calcium fluorescence; 0% at ATP EC20, 100% at ATP max. activation, % at 3 µM. actives 0.02% (n = 360,000);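 active = activation above the run cutoff, the mean activation of all test compounds plus 3 SD, cut at about 40% in these data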;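 note: peak over basal fluorescence ratio in a 140 s read after ATP addition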
OXTR potentiate = human OXTR potentiation. P30559. CHO-OTR cells, Fluo-8 calcium fluorescence, potentiator mode; 0% = oxytocin EC15, 100% = EC100. activation, % at 3 µM. actives 0.061% (n = 320,000). AID 2445;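 active = activation above that plate's cutoff, the mean activation of tested compounds plus 3 SD, cut at about 6.6% in these data, passing the limit was not always enough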;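 note: 100% uses oxytocin at 75 nM as the full agonist control; some results filed as inactive read as strong as hits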
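Dosing: Single dose, 3.0 µM nominal final compound concentration | Material: Human OTR in CHO cells | Technique: Kinetic Fluo-8 calcium fluorescence | Benchmarks: EC15 oxytocin alone as 0%, 75 nM oxytocin as 100% | Probe or stimulus: Oxytocin at about EC15, sub-maximal agonist stimulus | Incubation: Compound 6 min at room temperature before oxytocin, 100 s read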
TAAR1 antag = human TAAR1 antagonism; Q96RJ0; CHO RD-HGA16 TAAR1, Fluo-8 calcium fluorescence, antagonist; inhibition, % at 3 µM; actives 1.5% (n = 360,000);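 active = inhibition above a per-plate cutoff, the mean inhibition of test compounds on that plate plus 3 SD, cut at about 49% in these data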;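 note: 0% = DMSO plus EC80 beta-PEA response and 100% = DMSO alone without agonist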
Target sequence (Q96RJ0 whole entry, looked up): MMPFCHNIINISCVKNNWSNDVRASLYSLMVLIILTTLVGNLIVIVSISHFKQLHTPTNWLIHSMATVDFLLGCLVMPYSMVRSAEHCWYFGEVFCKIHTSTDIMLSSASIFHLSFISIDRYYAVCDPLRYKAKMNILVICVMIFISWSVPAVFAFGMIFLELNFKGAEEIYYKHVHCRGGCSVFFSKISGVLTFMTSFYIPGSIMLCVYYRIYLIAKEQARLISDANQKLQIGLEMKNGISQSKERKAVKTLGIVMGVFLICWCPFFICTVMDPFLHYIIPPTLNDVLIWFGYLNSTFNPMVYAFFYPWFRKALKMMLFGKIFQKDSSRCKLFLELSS
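Material: RD-HGA16 CHO cells with stable hTAAR1 and Gα16; Dosing: single nominal final test compound concentration of 3 µM; Schedule: seeding 17-24 h prior, 75-min 37 °C, 30-min RT dye loading; Detection: kinetic Fluo-8 calcium fluorescence measurement; Measure: % inhibition from peak post-agonist over basal fluorescence ratio; Benchmarks: vehicle and agonist controls.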
* marks the source's active call; other numbers are inactive results; · = no result given.

Key to letters – A = V1aR counter; B = M1 ag parental; C = CHO-K1 Ca antag; D = CHO parental Ca; E = OXTR agonist; F = GPR7 antagonist; G = M1 PAM parental; H = OXTR potentiate; I = TAAR1 antag
> CC1(C)CC(=O)C2=C(C1)N1C(=C(C#N)C2c2ccccc2Cl)N=C(N)c2ccccc21 (stereo unspecified)
  A = 1.1; B = 4.2; C = 4; D = -3; E = 4.0; F = -3; G = 18; H = -19; I = -4

> Cn1c(CNC(=O)c2ccccc2F)nnc1SCc1ccc(Cl)cc1
  A = -0.3; B = 0.4; C = -10; D = -18; E = -0.2; F = -7; G = 8; H = -1; I = 7

> Cc1cccc(C2=NC(C(F)(F)F)(C(F)(F)F)c3c(n(-c4ccc(F)cc4)c(=O)[nH]c3=O)N2)c1
  A = 4.0; B = 3.5; C = -11; D = -13; E = 3.1; F = -16; G = 26; H = -2; I = 14

> COc1ccc(/C=C2/C(=N)N3N=C(CC(=O)N4CCCC4)SC3=NC2=O)cc1
  A = -0.5; B = 0.1; C = 2; D = -1; E = -0.1; F = -4; G = -2; H = -8; I = -5

> CCC(C)N(C(=O)CSc1nc(-c2ccccc2)cs1)C1CCS(=O)(=O)C1 (stereo unspecified)
  A = 0.9; B = 0.6; C = 13; D = -25; E = 1.6; F = -3; G = -7; H = -18; I = 10

> NC1=NC2(CCCCC2)N=C(Nc2ccc(F)cc2F)N1
  A = -0.3; B = 0.1; C = 3; D = 1; E = 0.4; F = -8; G = 7; H = 2; I = 7

> COC(=O)c1ccc(NC(=O)CN2CCC(NC(=O)c3ccco3)CC2)cc1
  A = -0.1; B = 0.2; C = -11; D = -3; E = 0.4; F = -10; G = 17; H = 2; I = 16

> O=C(Nc1cccc2c1CCCC2)C1CCCN(S(=O)(=O)c2cccc3nonc23)C1 (stereo unspecified)
  A = -1.3; B = 0.9; C = -19; D = -14; E = -1.3; F = 3; G = 21; H = -6; I = -11

> CCOC(=O)N1CCN(CC(O)COC2CC(C)CCC2C(C)C)CC1 (stereo unspecified)
  A = -0.1; B = 1.8; C = -12; D = -13; E = 0.3; F = 6; G = 4; H = 2; I = 4

> Cc1c(Cl)cccc1N1CC(C)(C)C1=O
  A = -0.2; B = 0.2; C = 0; D = -10; E = -0.5; F = -10; G = 13; H = 5; I = 15

> O=c1c(O)c(-c2ccccc2)oc2ccccc12
  A = ·; B = 1.0; C = -1; D = ·; E = ·; F = ·; G = 26; H = ·; I = -5

> CC(=O)N1CCOc2ccc(S(=O)(=O)NCC3CCC(C(=O)NCCC(C)C)CC3)cc21 (stereo unspecified)
  A = 0.5; B = 2.1; C = -17; D = -16; E = 1.1; F = -8; G = -14; H = -3; I = -15

> O=[N+]([O-])c1ccc2[nH]c(O)c(N=NC(=S)Nc3cccnc3)c2c1
  A = -0.5; B = 3.2; C = -26; D = -20; E = -0.7; F = -8; G = 30; H = -7; I = 4

> CS(=O)(=O)N1CCN(C(=O)c2ccccc2F)CC1
  A = 0.2; B = 1.6; C = -15; D = -7; E = 0.2; F = -17; G = 6; H = 1; I = -3

> O=C(NC1CC2CCCC(C1)N2S(=O)(=O)c1ccccc1)C1CCCCC1 (stereo unspecified)
  A = -0.8; B = 1.4; C = -5; D = -14; E = -0.5; F = -5; G = 23; H = -7; I = -19

> COc1ccc(N=Cc2c(O)c3ccccc3n2C(C)=O)cc1
  A = 1.4; B = 0.4; C = -4; D = -3; E = 2.3; F = -3; G = 3; H = -5; I = 13

> CC1(C)Cc2c(sc(/N=C/N3CCCCCC3)c2C#N)C(C)(C)N1
  A = 4.0; B = 3.0; C = -5; D = -9; E = 1.7; F = -12; G = 25; H = -8; I = 4

> COc1cc(C2C3C(=O)N(c4ccccc4)C(=O)C3ON2c2ccccc2)cc(OC)c1OC (stereo unspecified)
  A = 1.4; B = 2.3; C = -14; D = -27; E = -0.3; F = -6; G = 17; H = -8; I = 7

> Cc1c(O)ccc2c(CC(=O)N[C@@H](Cc3ccc(O)cc3)C(=O)O)cc(=O)oc12
  A = ·; B = -0.2; C = -6; D = ·; E = ·; F = 4; G = 18; H = ·; I = -6

> CC(C)c1cc(=O)n2[nH]c(SCc3ccccc3Cl)nc2n1
  A = 0.0; B = -0.5; C = -7; D = -16; E = -1.2; F = 3; G = -2; H = -10; I = -53

> COc1ccc(NC(=O)CC2CC3CCC2C3)cc1S(=O)(=O)N1CCOCC1 (stereo unspecified)
  A = 1.4; B = 1.6; C = -10; D = -19; E = 0.8; F = ·; G = 13; H = 3; I = -2

> CCOC(=O)C1=CCN(S(=O)(=O)c2ccccc2F)C1c1ccc(Cl)c(Cl)c1 (stereo unspecified)
  A = ·; B = 1.0; C = -6; D = ·; E = ·; F = ·; G = 17; H = ·; I = 19

> Cc1cccc(N2C(=O)N3[C@@H]4c5ccccc5OC[C@@H]4[C@@H](c4ccccc4)[C@]3(C)C2=O)c1
  A = -0.1; B = -0.1; C = -29; D = -24; E = -1.7; F = -17; G = 27; H = -4; I = ·

> Cc1ccc(NC(=O)C2CC(=O)NC(N3CCc4ccccc43)=N2)cc1 (stereo unspecified)
  A = 0.0; B = -0.2; C = -14; D = -24; E = -1.3; F = 5; G = 13; H = -12; I = -4

> CC1OC(Nc2ccc(OC(F)(F)F)cc2)C(O)C(O)C1O (stereo unspecified)
  A = 2.3; B = 0.6; C = -8; D = -3; E = 1.3; F = -4; G = 16; H = 3; I = -3

> O=C(/C=C/c1ccccc1)N1CCN(c2ccc([N+](=O)[O-])c(N3CCOCC3)c2)CC1
  A = -0.2; B = 2.7; C = -1; D = -19; E = -0.1; F = 12; G = 14; H = -8; I = 30

> CC(NC(=O)COC(=O)C1CC1C)c1ccccc1 (stereo unspecified)
  A = 0.0; B = 0.3; C = -10; D = 2; E = 0.1; F = ·; G = -5; H = 3; I = 3

> CCOC(=O)C1=C(Cc2ccc(OC)cc2)C(=O)c2ccccc2C1=O
  A = ·; B = 15*; C = 25*; D = ·; E = ·; F = 2; G = -2; H = ·; I = ·

> O=C(OCCN1C(=O)c2ccccc2C1=O)c1ccco1
  A = 0.7; B = 0.6; C = -6; D = -5; E = 1.7; F = -1; G = 10; H = -4; I = 3

> CCOC(=O)Cc1csc(NC(=O)Cn2cnc3c2c(=O)n(C)c(=O)n3C)n1
  A = 0.8; B = 0.4; C = -5; D = -2; E = 0.5; F = 2; G = 7; H = 7; I = 12

> CCN(CC)S(=O)(=O)c1ccc(O)c(C(=O)OCC(=O)N(C)Cc2ccccc2)c1
  A = 1.2; B = 4.0; C = -9; D = -20; E = 0.3; F = -7; G = 19; H = 0; I = -9

> Cc1ccc2c(c1)C1CN(C)CCC1N2C(=S)Nc1ccc(Cl)cc1Cl (stereo unspecified)
  A = 0.2; B = 0.2; C = -8; D = -10; E = 0.0; F = -11; G = 2; H = -12; I = -34

> FC(F)(F)c1cc(-c2ccco2)nc(NCc2ccccc2)n1
  A = -0.3; B = 0.4; C = -11; D = -7; E = -1.7; F = -6; G = 17; H = -12; I = -1

> O=C(O)/C=C/C(=O)N1CCN(c2ccc(F)cc2)CC1
  A = 0.7; B = 0.1; C = -6; D = -18; E = 0.3; F = -10; G = 12; H = -16; I = 12

> Cc1nc(-c2ccccc2O)n(S(=O)(=O)N(C)C)n1
  A = 0.2; B = 0.2; C = -13; D = -20; E = -1.4; F = -6; G = 14; H = -11; I = -7

> Cc1cc(C(=O)N2CCCC(N3CCN(c4ccc(F)cc4)CC3)C2)no1 (stereo unspecified)
  A = -0.2; B = 0.3; C = -7; D = -6; E = -1.1; F = -10; G = 13; H = -4; I = -35

> O=C(CN1C(=O)NC2(CCc3ccccc32)C1=O)c1c[nH]c2ccccc12 (stereo unspecified)
  A = -1.0; B = -0.1; C = 2; D = -8; E = 0.1; F = ·; G = 1; H = -11; I = -2

> Cc1cccc(/C=C2/Sc3ccc(C(=O)NCCCN4CCOCC4)cc3NC2=O)c1
  A = 9.2; B = 1.4; C = -4; D = -21; E = 9.7; F = 11; G = 23; H = -13; I = 14

> CCOC(=O)NNc1cc(C(F)(F)F)ccn1
  A = -0.8; B = -0.1; C = 10; D = 1; E = 0.8; F = -8; G = -16; H = -4; I = -13

> CCOc1ccc(NC(=O)N2CCN(Cc3ccc4c(c3)OCO4)CC2)cc1
  A = 0.8; B = -0.3; C = -6; D = -12; E = -0.1; F = -12; G = 17; H = -7; I = -24

> CCCCc1[nH]c(=O)c(C#N)c2c1CSC(C)(C)C2
  A = 0.5; B = 0.1; C = 11; D = 56*; E = 0.7; F = -16; G = -13; H = -2; I = 5

> CC1CC(C)(C)NCCNC(C)CC(C)(C)NCCN1 (stereo unspecified)
  A = 0.2; B = 0.9; C = -12; D = 4; E = 0.5; F = -8; G = 15; H = 2; I = 5

> O=C1CCC(C(=O)NCCCn2ccnc2)N1 (stereo unspecified)
  A = 1.3; B = 0.7; C = -5; D = 0; E = -0.1; F = 3; G = 9; H = -3; I = -13

> CSc1n[nH]c(NC(=O)c2c(-c3c(Cl)cccc3Cl)noc2C)n1
  A = 1.3; B = 3.0; C = -3; D = -7; E = 0.7; F = -13; G = 15; H = -9; I = 2

> CCN(CC)CCN(C(=O)c1ccc(Br)s1)c1nc2cc3c(cc2s1)OCO3
  A = 0.6; B = 0.1; C = -2; D = -7; E = 1.5; F = -15; G = -10; H = 0; I = -14

> CCc1cc(=O)oc2cc(OC(C)C(=O)N3CC[C@@]4(O)CCCC[C@H]4C3)ccc12 (stereo partly specified)
  A = ·; B = -0.1; C = -5; D = ·; E = ·; F = ·; G = 13; H = ·; I = -16

> COc1ccc(CCC(C)NC(=O)Cc2ccc(OC)c(OC)c2)c(OC)c1 (stereo unspecified)
  A = 4.4; B = 6.7; C = -9; D = -15; E = 3.6; F = -10; G = 9; H = -10; I = 2

> CCc1ccccc1S(=O)(=O)Cc1ccc(C(=O)NC2CCCC2)o1
  A = 1.4; B = 1.2; C = -13; D = -14; E = -0.2; F = -7; G = 22; H = -1; I = -13
